PTHR1 agonist: PTHR1 (human) receptor agonism | Q03431 | HEK293 GP2 PTHR1 cells, GloSensor cAMP luminescence, 1 h | Potency, µM (titrated, usually from 115 µM), inactives show at the top dose activation, most hits filed as activators | 410,000 compounds, 0.075% hits | AID 743266; also: potency is read from the fitted curve at half-maximal effect; nearly all actives have a fitted effect of over 55% in size; some results filed as inactive show a strong effect at the top dose; inactives centre near -15; many of its hits are not listed in these tables
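HEK-293-derived GP2 cells expressing PTHR1 and a GloSensor cAMP reporter, 3,000/well, plated overnight, given luciferin plus IBMX (each 0.5 mM as added) for 1 h at 37 °C, then compound for 1 h at 37 °C. Luminescence was read after 15 min at room temperature.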
aSyn rescue: inhibitors of alpha-synuclein toxicity in yeast. Yeast expressing alpha-synuclein, growth rescue, BacTiter-Glo, 24 h. Potency, µM (series often up to 46.1 µM), for the others: at the top dose growth rescue (activation), hits mostly activators. 370,000 compounds, 0.14% hits. AID 652106; also: potency is read from the fitted curve at half-maximal effect; % of control where 0% means no effect; nearly all actives have a fitted effect of over 65% in size
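Screening used galactose-induced yeast with toxic alpha-synuclein levels, exposed to compound for 24 hr at 30 deg C. Cell growth, read with BacTiter-Glo luminescence, gave the measured signal.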
GLP-1R inv ag: GLP-1 receptor (human) inverse agonism; HEK293 GLP-1R CRE-luciferase, luminescence, 24 h; GLP-1R form is constitutively active; Potency, µM (titrated, usually from 38.3 µM), for inactives: at the top dose activity change, negative = inhibition, usual class: inhibitors; 410,000 compounds, 1.6% hits; AID 624417; also: potency is read from the fitted curve at half-maximal effect; % is scaled to controls: 0 for no effect and ±100 for the full control effect; nearly all actives have a fitted effect of over 55% in size
Target sequence (P43220 whole entry, looked up): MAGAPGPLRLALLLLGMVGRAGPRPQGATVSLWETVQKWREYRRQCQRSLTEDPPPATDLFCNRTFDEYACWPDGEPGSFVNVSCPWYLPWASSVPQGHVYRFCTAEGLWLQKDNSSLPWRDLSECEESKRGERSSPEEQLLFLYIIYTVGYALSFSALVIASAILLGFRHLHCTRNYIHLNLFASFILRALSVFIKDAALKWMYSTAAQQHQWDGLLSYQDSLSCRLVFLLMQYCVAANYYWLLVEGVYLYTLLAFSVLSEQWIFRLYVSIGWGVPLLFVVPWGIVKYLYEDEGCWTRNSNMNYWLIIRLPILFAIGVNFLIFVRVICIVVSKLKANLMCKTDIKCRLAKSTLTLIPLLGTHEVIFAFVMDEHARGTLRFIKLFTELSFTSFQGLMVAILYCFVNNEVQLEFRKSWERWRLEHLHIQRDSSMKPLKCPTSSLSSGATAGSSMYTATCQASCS
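Using stably transfected HEK293 (constitutively active GLP-1R, cAMP-luciferase reporter), compounds were incubated 24 hr and luciferase measured by luminescence.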
DRD3 antagonist: antagonists of human D3 dopamine receptor. D3R cells, DiscoveRx beta-arrestin luminescence, antagonist mode; active compounds read low. max response, negative = inhibition, %. 360,000 compounds, 2.5% hits; in the data active = max response below about -50%; inconclusive = no clear call, values can overlap the other calls; also: % is scaled to controls: 0 for no effect and ±100 for the full control effect; mostly tested at two doses, the higher about 12 µM
Target sequence (P35462 whole entry, looked up): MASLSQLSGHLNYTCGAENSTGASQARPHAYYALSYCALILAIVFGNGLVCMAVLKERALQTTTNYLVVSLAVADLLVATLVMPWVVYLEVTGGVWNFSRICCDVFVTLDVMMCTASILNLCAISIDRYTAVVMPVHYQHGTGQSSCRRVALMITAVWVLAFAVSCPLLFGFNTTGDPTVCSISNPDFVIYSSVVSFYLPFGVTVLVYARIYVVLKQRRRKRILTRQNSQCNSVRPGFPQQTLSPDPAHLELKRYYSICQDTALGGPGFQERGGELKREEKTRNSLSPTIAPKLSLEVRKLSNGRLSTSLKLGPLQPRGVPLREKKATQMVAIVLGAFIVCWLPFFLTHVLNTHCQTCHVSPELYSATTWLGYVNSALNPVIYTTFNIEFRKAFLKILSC
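Cells expressing the human receptor were seeded at 1500 cells/well, incubated overnight at 37 degrees C in 5% CO2, then exposed to library compounds with dopamine controls for 90 minutes at 37 degrees C before luminescent detection.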
GLP1R ag: GLP-1 receptor (human) agonism; AID 624172; HEK293 GLP-1R CRE-luciferase, luminescence, 4-6 h; cells express a hypersensitive GLP-1R form; Potency, µM (highest dose often 45.6 µM), for the others: top-dose activation, actives largely listed as activators; 380,000 compounds, 0.007% hits; also: potency is read from the fitted curve at half-maximal effect; % of control where 0% means no effect
TDP43 rescue: inhibitors of TDP-43 toxicity in yeast | TDP-43 expressing yeast growth rescue, BacTiter-Glo, 24 h | Potency, µM (doses to about 46.1 µM), inactives show top-dose growth rescue (activation), usual class: activators | 410,000 compounds, 1.8% hits; also: potency is read from the fitted curve at half-maximal effect; % of control where 0% means no effect; nearly all actives have a fitted effect of over 50% in size
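In this qHTS, compounds that restore growth of yeast expressing TDP-43 appear as activators. Cells (OD600=0.02, galactose medium, raffinose-pregrown) are incubated with compound 24 hr at 30 deg C and growth is quantified by BacTiter-Glo.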
FUS suppressor: rescues growth of FUS-expressing yeast. S. cerevisiae FUS-expressing, growth rescue, OD600, 24 h. Potency, µM (top dose mostly 76.6 µM), without a hit: top-dose growth rescue (activation), actives largely listed as activators. 390,000 compounds, 0.24% hits. AID 1347120;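 also: potency is read from the fitted curve at half-maximal effect; plate controls were DMSO vehicle for no effect and reference control for full effect; nearly all actives have a fitted effect of over 55% in size; some results filed as inactive show a strong effect at the top dose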
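Restored growth of FUS-toxic S. cerevisiae, read as 600 nm absorbance after 24 h at 30C in galactose medium (starting OD 0.005). Controls CP55940 and DMSO.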
Abeta rescue: A-beta toxicity reversal in yeast | yeast expressing A-beta42, growth rescue, OD600, 48 h; response scale: 0% DMSO, 100% iron-clioquinol control | Potency, µM (series often up to 46.1 µM), for the others: at the highest dose growth rescue, hits mostly activators | 410,000 compounds, 0.063% hits | AID 1347071; also: potency is read from the fitted curve at half-maximal effect; nearly all actives have a fitted effect of over 55% in size
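Yeast A-beta toxicity model in growth medium with pinned compounds, 48 h at 30 C; growth read as absorbance at 600 nm. Normalized to FeCl3/clioquinol equimolar mix (positive) and DMSO (negative).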
pAkt inh: inhibitors of Akt phosphorylation | Neuro2A IGF-stimulated pAkt S473 HTRF, 20 min; active compounds read low | activity change, % for hits at 50 µM | 360,000 compounds, 0.32% hits | AID 651550; in the data active = activity change below about -80%; inconclusive = mostly about -51% to -80%; also: % is scaled to controls: 0 for no effect and ±100 for the full control effect
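Neuro2A cells in DMEM with 0.5% FBS, overnight at 37 deg C, given compound at single 50 µM final, then IGF (6 nM final) for 20 min at 37 deg C. Lysed; phospho-Akt Ser473 by HTRF after 24 h, 665/615 ratio.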
Active calls of the source: *; i = inactive; ? = inconclusive; . = not tested or not shown; & = joins results of further samples; [ ] = dose if it differs, or a comment. Unless noted, calls follow the shape of the dose curve; as a rule, active = well fitted curve in the direction sought with a large enough effect; inconclusive = small, poorly fitted or top-dose-only effect, or another doubt; inactive = no such curve, though single readings can be large; an effect the other way counts as inactive or inconclusive.

[1] Cc1ccc(NC(=O)CN2CCc3cc4c(cc3C2C)OCCCO4)cc1C (stereo not given)
[2] Cc1ccc(S(=O)(=O)N2CCN(CCO)CC2)cc1-c1nnc2c3ccccc3c(C)nn12
[3] O=C(NC1CCCCC1)C(C1CC1)n1c(=O)c(-c2ccco2)nc2ccccc21 (stereo not given)
[4] O=C(Cc1ccccc1)NC(=S)Nc1cc(C(F)(F)F)ccc1Cl
[5] CCOc1ccccc1NC(=O)C1=C(C)Nc2ncnn2C1c1cccs1 (stereo not given)
[6] CCCCN1C(C(=O)Nc2ncccn2)=C(O)c2ccccc2S1(=O)=O
[7] Cc1ccc(C(O)c2ncc(-c3ccccc3C)[nH]2)cc1F (stereo not given)
[8] CC1CC(=O)Nc2ccccc2N1C(=O)COc1ccc2ccccc2c1 (stereo not given)

Screen / compound no.	1	2	3	4	5	6	7	8
PTHR1 agonist	-81%[inhibitor]	i	-25%	i	i	i	-92%[inhibitor]	-44%[inhibitor]
FUS suppressor	4%	19%	32%	-13%	-18%	21%	-21%	.
TDP43 rescue	8%	-21%	24%	-27%	3%	?	22%	-18%
GLP-1R inv ag	?	25%	3%	1%	-8%	4%	-22%	-8%
DRD3 antagonist	-10	11	-3	?	.	-9	-11	4
aSyn rescue	0%	-8%	4%	-8%	2%	14%	2%	3%
Abeta rescue	6%	-4%	7%	-6%	-12%	14%	2%	4%
pAkt inh	i	i	i	i	.	i	i	i
GLP1R ag	-5%	22%	.	0%	5%	0%	4%	0%

[9] FC(F)(F)c1cc(CCN2C(=S)NC[C@@H]2CC2CCCCC2)cc(C(F)(F)F)c1
[10] NS(=O)(=O)c1ccc(CCNC(=O)CN2CCN(c3ccc(F)cc3)CC2)cc1
[11] Cc1nc([N+](=O)[O-])c(N2CCN(C)CC2)n1Cc1ccccc1
[12] CCOC(=O)C(Cc1ccc(NC(C)=O)cc1)N1C(=O)c2ccccc2C1=O (stereo not given)
[13] COc1ccc(C(=O)NCc2nnc(SCC(=O)N3CCOCC3)o2)cc1OC
[14] CC(=O)c1ccc(NC(=O)C(Cc2ccccc2)n2cccc2)cc1 (stereo not given)
[15] Cc1oc(-c2ccc(Cl)cc2)[n+]([O-])c1C
[16] CC/C(=N\NC(=O)c1ccoc1C)c1ccc(C)o1

Screen / compound no.	9	10	11	12	13	14	15	16
PTHR1 agonist	-33%	-14%	i	-49%[inhibitor]	-4%	?	-22%[57.5 µM]	i
FUS suppressor	1%	.	8%	-5%	12%	-5%	5%	14%
TDP43 rescue	-2%	9%	4%	18%	10%	27%	-15%	7%
GLP-1R inv ag	11%	3%	-6%	15%	6%	-1%	4%	3%
DRD3 antagonist	-24	-20	19	1	0	-9	-67*	0
aSyn rescue	-11%	6%	2%	0%	-4%	-11%	-18%	2%
Abeta rescue	?	10%	16%	2%	17%	7%	-16%	-15%
pAkt inh	i	i	i	i	i	i	i	i
GLP1R ag	1%	0%	-2%	-2%	3%	-3%	-8%	7%

[17] CCN(CC)CCNC(=O)C(=O)Nc1cc2c3c(c1)CC(=O)N3CCC2
[18] CCCCNC(=O)CSc1nc2ccc(N3CCOCC3)cc2c(=O)n1CCc1ccccc1
[19] O=C(c1cccc(NS(=O)(=O)c2ccc(F)cc2)c1)N1CCN(c2ccccc2)CC1
[20] CC(C)(C)C1CCc2c(sc(NC(=O)c3cccs3)c2C(N)=O)C1 (stereo not given)
[21] COc1ccc(NC(=O)C(NS(=O)(=O)c2cccc3nsnc23)C(C)C)cc1OC (stereo not given)
[22] Cn1c(=O)c2c(ncn2CCOC(=O)C(C)(C)Oc2ccc(Cl)cc2)n(C)c1=O
[23] COc1cc(C(=O)Nc2cccc(-c3nc4cc(C)cc(C)c4o3)c2)cc(OC)c1OC
[24] O=C(CNc1cc(S(=O)(=O)N2CCOCC2)ccc1NCC1CCCO1)Nc1ccc(F)c(F)c1 (stereo not given)

Screen / compound no.	17	18	19	20	21	22	23	24
PTHR1 agonist	-14%	-11%	-13%	i	-23%	-18%	i	-14%
FUS suppressor	7%	.	?	10%	16%	-18%	-6%	40%
TDP43 rescue	0%	-12%	-2%	-3%	22%	24%	-7%	-20%
GLP-1R inv ag	8%	13%	?	5%	2%	1%	2%	6%
DRD3 antagonist	-4	6	-6	-7	.	6	41	-14
aSyn rescue	-4%	0%	-5%	-1%	.	6%	3%	0%
Abeta rescue	0%	-11%	-7%	-31%	0%	9%	15%	-6%
pAkt inh	i	i	i	i	.	i	i	i
GLP1R ag	2%	-4%	4%	6%	.	-1%&1%	-3%	8%

Full records, looked up by structure:
Shown for `CCN(CC)CCNC(=O)C(=O)Nc1cc2c3c(c1)CC(=O)N3CCC2` = PTHR1 agonist = -14%; FUS suppressor = 7%; TDP43 rescue = 0%; GLP-1R inv ag = 8%; DRD3 antagonist = -4; aSyn rescue = -4%; Abeta rescue = 0%; pAkt inh = i; GLP1R ag = 2%
Shown for `O=C(CNc1cc(S(=O)(=O)N2CCOCC2)ccc1NCC1CCCO1)Nc1ccc(F)c(F)c1` (stereo not given) = PTHR1 agonist = -14%; FUS suppressor = 40%; TDP43 rescue = -20%; GLP-1R inv ag = 6%; DRD3 antagonist = -14; aSyn rescue = 0%; Abeta rescue = -6%; pAkt inh = i; GLP1R ag = 8%

More results.
[25] O=C(Nc1ccon1)c1cc2ccccc2oc1=O
[26] FC(F)(F)c1cccc(Sc2cc(C(F)(F)F)nc(-c3ccccn3)n2)c1
[27] Cc1ccccc1NC(=O)c1ccc(F)c(S(=O)(=O)NCC2CCCO2)c1 (stereo not given)
[28] CCNc1nc(NCC)n2c(SCC(=O)c3ccccc3Cl)nnc2n1
[29] COc1ccc(S(=O)(=O)N(C)Cc2ccc3c(c2)OCCO3)cc1
[30] O=C(/C=C/c1ccccc1)Nc1ccc2c(c1)OCCO2
[31] Cc1ccc(C)c(S(=O)(=O)N2CCN(C(=O)c3sccc3C)CC2)c1
[32] O=C(NC1CCCC1)C(c1ccc(Cl)cc1)N(C(=O)c1csnn1)C1CC1 (stereo not given)

Screen / compound no.	25	26	27	28	29	30	31	32
PTHR1 agonist	i	i	-9%	-7%	-16%	-32%	-2%	-3%
FUS suppressor	5%	1%	7%	-14%	18%	1%	.	-12%
TDP43 rescue	-22%	19%	6%	2%	12%	11%[9.22 µM]	?	-11%
GLP-1R inv ag	6%	0%	-12%	17%	-17%	19%[7.66 µM]	?	?
DRD3 antagonist	-22	0	3	5	-12	7	-7	-13
aSyn rescue	-4%	-4%	5%	-5%	-7%	-4%	-1%	-9%
Abeta rescue	-5%	16%	18%	1%	-31%	-12%	-1%	-8%
pAkt inh	.	i	i	i	i	i	i	i
GLP1R ag	-14%	-6%	-6%	0%	0%	3%	9%	6%

[33] CCCc1[nH]nc2c1C(/C(C)=C/c1ccccc1)C(C#N)=C(N)O2 (stereo not given)
[34] COC(=O)CSc1nc(NC(C)C)nc(N(C)C)n1
[35] Cc1ccc(-c2nc(Nc3ccc(O)cc3)c3ccccc3n2)cc1
[36] C=CCn1c2ccccc2c2nnc(SCC(N)=O)nc21
[37] COc1ccc(NC(=O)CN(C)C(=O)c2cc(S(=O)(=O)N3CCCCCC3)ccc2OC)cc1
[38] CCN1CCc2c(C#N)c(N3CCOCC3)nc(NCCO)c2C1
[39] Cc1c(NC(=O)C(C)Oc2ccccc2F)c(=O)n(-c2ccccc2)n1C (stereo not given)
[40] CCCCN(C(=O)c1cccs1)c1c(N)n(Cc2ccccc2)c(=O)[nH]c1=O

Screen / compound no.	33	34	35	36	37	38	39	40
PTHR1 agonist	-23%[57.5 µM]	i	-10%	12%	0%	-14%[57.5 µM]	i	i
FUS suppressor	-2%	7%	31%	28%	12%	11%	10%	.
TDP43 rescue	-20%	23%	1%	0%	-14%	-5%	-9%	-7%
GLP-1R inv ag	-6%	9%	?	117%[activator]	2%	3%	6%	3%
DRD3 antagonist	4	12	0	5	-9	-10	-11	-8
aSyn rescue	-1%	2%	-5%	0%	-1%	-1%	-1%	3%
Abeta rescue	7%	0%	3%	6%	-2%	8%	?	1%
pAkt inh	i	i	i	i	i	i	i	i
GLP1R ag	2%	2%	21%	0%	8%	5%	4%	-9%

[41] COC(=O)C(Cc1cccc(C)n1)(c1ccccc1)c1ccccc1
[42] O=C(N/N=C/C=C/c1cccc([N+](=O)[O-])c1)C(O)c1ccccc1 (stereo not given)
[43] O=C(NCc1cccnc1)c1ccc2sc([C@H]3C[C@H](O)[C@@H](CO)O3)nc2c1
[44] Cc1cc2c(cc1C)[n+](C)cn2CC(O)COCc1ccccc1 (stereo not given)
[45] Cc1ccc(S(=O)(=O)N(C)C)cc1-n1c(SCC(=O)Nc2ccc(F)cc2Cl)nc2ccccc2c1=O
[46] COc1ccc(-c2c(C)c3ccc(O)cc3oc2=O)cc1

Screen / compound no.	41	42	43	44	45	46
PTHR1 agonist	-16%	-17%	2%	i	-10%	-35%[inhibitor]
FUS suppressor	2%	-34%	-10%	3%	?	11%
TDP43 rescue	-8%	19%	-4%	-12%	0%	12%
GLP-1R inv ag	?	10%	-26%	4%	-12%	6%
DRD3 antagonist	-8	?	-69*	-13	13	-2
aSyn rescue	8%	-4%	-20%	-3%	6%	-8%
Abeta rescue	11%	12%	-18%	-11%	20%	3%
pAkt inh	i	i	i	i	i	i
GLP1R ag	3%	-6%	-2%	-1%	-2%	14%

Source: PubChem BioAssay

Only part of the results is shown, so the mix of outcomes need not match the whole.
